TAAR1 antagonist = human TAAR1 antagonists, primary screen, Fluo-8 calcium fluorescence, CHO RD-HGA16 cells. Trace amine-associated receptor 1 (Homo sapiens), Q96RJ0. antagonist. inhibition, % at 3 µM. 360,000 tested, 1.5% active;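 active = inhibition above a per-plate cutoff, the mean inhibition of test compounds on that plate plus 3 SD, cut at about 49% in these data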;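 note: 0% = DMSO plus EC80 beta-PEA response and 100% = DMSO alone without agonist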
Target sequence (Q96RJ0 whole entry, looked up): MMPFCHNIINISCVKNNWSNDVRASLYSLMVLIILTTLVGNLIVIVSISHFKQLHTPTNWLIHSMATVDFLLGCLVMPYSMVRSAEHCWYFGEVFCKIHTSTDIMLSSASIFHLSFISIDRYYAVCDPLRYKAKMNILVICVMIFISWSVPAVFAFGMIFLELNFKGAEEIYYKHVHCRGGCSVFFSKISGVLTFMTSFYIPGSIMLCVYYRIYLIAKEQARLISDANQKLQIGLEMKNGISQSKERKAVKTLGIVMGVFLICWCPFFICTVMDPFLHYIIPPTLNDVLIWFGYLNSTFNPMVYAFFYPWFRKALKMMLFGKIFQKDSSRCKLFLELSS
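Material: CHO RD-HGA16 cells bearing hTAAR1; compound dosing: one-point dosing, 3 µM nominal final; schedule: dye loading 75 min at 37 °C, then 30 min room temperature; measured by: calcium fluorescence with Fluo-8; control set: vehicle and agonist controls; replication: n of 1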
CHO parental Ca = ATP-evoked calcium signal inhibitors, parental CHO, primary screen, counter-screen for OX1R antagonist project, cell-based, fluorescence, Fluo-8 calcium dye | inhibition, % at 5.6 µM | 330,000 tested, 0.63% active | parental CHO-K1, ATP-induced calcium, Fluo-8 fluorescence;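 active = inhibition above that plate's mean sample inhibition plus 3 SD, cut at about 26% in these data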;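 note: 0% = ATP-challenged DMSO wells and 100% = DMSO wells without ATP; some compounds past the cut are filed as inactive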
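Material: Parental CHO cells | Reagent: ATP | Compound dosing: Single nominal dose of 5.6 µM per compound | Detection: Intracellular calcium via Fluo-8 no-wash fluorescent dye | Read-out: % inhibition of ATP-induced calcium mobilization | Benchmarks: Low control ATP plus DMSO, high control DMSO only | Replicates: Singlicate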
TAAR1 agonist = human TAAR1 agonists, primary screen, Fluo-8 calcium fluorescence, CHO RD-HGA16 cells. Trace amine-associated receptor 1 (Homo sapiens), Q96RJ0. vehicle wells 0%, saturating PEA agonist 100%. activation, % at 3 µM. 360,000 tested, 0.99% active. AID 624467, 2012;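 active = activation above the mean activation of all test compounds in the run plus 3 SD, cut at about 38% in these data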
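Test system: RD-HGA16 (CHO) cells co-expressing Gα16 and hTAAR1 | Doses: Single dose, 3 µM | Schedule: 17-24 h seeding, 75 min 37 °C dye, 30 min RT | Evaluation: % activation from peak over basal fluorescence ratio, DMSO-to-PEA scaled | Technique: Kinetic Fluo-8 calcium fluorescence | Benchmarks: Low control DMSO, high control PEA (EC100)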
CHRM1 agonist = human M1 muscarinic receptor agonists, primary screen, Fluo-8 calcium fluorescence, CHO-K1 cells, HTS; Muscarinic acetylcholine receptor M1 (Homo sapiens), P11229; CHO-K1 hM1, agonist mode; 0% DMSO, 100% acetylcholine EC100; activation, % at 3 µM; 360,000 tested, 0.33% active;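 active = activation above the run's mean compound activation plus 3 SD, cut at about 16% in these data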;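 note: peak over basal fluorescence ratio within a 140 s kinetic read after compound addition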
M1 PAM = human M1 muscarinic receptor positive allosteric modulators, primary screen, CHO-K1 cells, Fluo-8 calcium fluorescence, 1536-well | Muscarinic acetylcholine receptor M1 (Homo sapiens), P11229 | CHO-K1 hM1, ACh EC20; 0% = ACh EC20, 100% = maximal ACh | activation, % at 3 µM | 360,000 tested, 0.088% active | AID 588819, 2011; in the data active = activation above about 19%, passing the limit was not always enough
OXTR potentiator = human OXTR potentiators, primary screen, fluorescence, CHO-OTR cells, Fluo-8 calcium | Oxytocin receptor (Homo sapiens), P30559 | activation, % at 3 µM | Fluo-8 calcium fluorescence, potentiator mode; 0% = oxytocin EC15, 100% = EC100 | 320,000 tested, 0.061% active;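 active = activation above that plate's cutoff, the mean activation of tested compounds plus 3 SD, cut at about 6.6% in these data, passing the limit was not always enough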;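 note: 100% uses oxytocin at 75 nM as the full agonist control; some results filed as inactive read as strong as hits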
Target sequence (P30559 whole entry, looked up): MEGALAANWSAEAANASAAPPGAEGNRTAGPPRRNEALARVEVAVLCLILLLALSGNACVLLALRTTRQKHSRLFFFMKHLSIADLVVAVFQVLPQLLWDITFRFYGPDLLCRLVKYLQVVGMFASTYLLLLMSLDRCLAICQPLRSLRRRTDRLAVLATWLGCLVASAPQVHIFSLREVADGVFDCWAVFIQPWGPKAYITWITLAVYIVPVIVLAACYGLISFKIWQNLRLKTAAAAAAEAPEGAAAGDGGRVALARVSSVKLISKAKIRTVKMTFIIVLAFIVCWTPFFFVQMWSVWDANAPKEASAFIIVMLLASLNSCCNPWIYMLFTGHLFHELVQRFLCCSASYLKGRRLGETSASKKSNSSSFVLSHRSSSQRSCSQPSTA
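Assay system: CHO cell line stably expressing human OTR | Also added: Oxytocin at about EC15, sub-maximal agonist stimulus | Times: Compound 6 min at room temperature before oxytocin, 100 s read | Measured by: Fluo-8 intracellular calcium fluorescence, ex 470-495, em 515-575 nm | Controls: EC15 oxytocin alone as 0%, 75 nM oxytocin as 100%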
CHRM1 antagonist = human M1 muscarinic receptor antagonists, primary screen, CHO-K1 cells, Fluo-8 calcium fluorescence, 1536-well; inhibition, % at 3 µM; 360,000 tested, 1.3% active; Muscarinic acetylcholine receptor M1 (Homo sapiens), P11229; CHO-K1 hM1, ACh EC80 antagonist;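 active = percent inhibition above its own plate's cutoff, namely the mean of that plate's compound wells plus 3 SD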;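 note: peak over basal fluorescence ratio during 140 s after agonist addition; 0% = ACh EC80 plus DMSO and 100% = DMSO alone without agonist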
V1R ag counter = agonists of human V1a receptor, primary screen, counter-screen for OXTR agonist project, fluorescence, CHO-V1R cells | Vasopressin V1a receptor (Homo sapiens), P37288 | Fluo-8 calcium fluorescence, agonist mode; 0% DMSO, 100% 3 nM vasopressin | activation, % at 3 µM | 320,000 tested, 0.25% active | AID 2797, 2010;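 active = activation above the mean activation of all tested compounds plus 3 SD, per screening run, cut at about 20% in these data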;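 note: signal is peak over basal fluorescence ratio across a 100 second FLIPR read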
OXTR agonist = human OXTR agonists, primary screen, fluorescence, CHO-OTR cells, Fluo-8 calcium | Oxytocin receptor (Homo sapiens), P30559 | Fluo-8 calcium fluorescence; normalized: DMSO 0%, oxytocin 100% | activation, % at 3 µM | 320,000 tested, 0.32% active | AID 2435, 2010;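 active = activation above the mean of all tested compounds plus 3 SD, cutoff set per screening run, cut at about 20% in these data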;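 note: peak over basal fluorescence ratio from a 100 s FLIPR kinetic read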
Starred values were filed as active, the others as inactive; / = no result given.

SMILES | TAAR1 antagonist | CHO parental Ca | TAAR1 agonist | CHRM1 agonist | M1 PAM | OXTR potentiator | CHRM1 antagonist | V1R ag counter | OXTR agonist
O=C(CCC(=O)N1CCN(S(=O)(=O)c2ccc(Cl)cc2)CC1)Nc1ccc(Cl)cc1Cl | -1 | -5 | 2 | -7 | 9 | -5 | -9 | 2.5 | 1.3
Cc1cc(Cl)ccc1NC(=S)NCCCO | -17 | -10 | 1 | -4 | 6 | -4 | -12 | -0.3 | -0.2
CC(=NCc1cccnc1)C1=C(O)c2ccccc2C1=O | -16 | -4 | 3 | -6 | 8 | -6 | -10 | -0.7 | 1.0
O=C(OCc1nnc(-c2ccccc2)o1)c1cc(S(=O)(=O)N2CCOCC2)ccc1F | -5 | -22 | 2 | -3 | 7 | -7 | -14 | 0.1 | -0.7
COc1ccc(NC(=O)CCN2C(=O)c3ccc([N+](=O)[O-])cc3C2=O)c(OC)c1 | 11 | 5 | 3 | -5 | 3 | 1 | -1 | 0.3 | -1.4
COc1ccc(-c2cc(C(=O)NCC3CCCO3)c3cc(C(C)C)ccc3n2)cc1 (stereo not drawn) | 18 | -30 | 2 | -4 | 1 | -4 | 4 | -0.8 | -1.5
O=S(=O)(c1ccccc1)N1CCSC1c1ccco1 (stereo not drawn) | 2 | / | -2 | -4 | 3 | / | -7 | / | /
COc1ccc(N2C(=NC(=O)C3CCCO3)SC3CS(=O)(=O)CC32)cc1 (stereo not drawn) | -18 | 0 | 1 | -3 | 4 | -3 | -7 | 0.5 | -0.2
COCCC(=O)N1CCC(n2nccc2NC(=O)c2ccccc2C)CC1 | -14 | -6 | 0 | 0 | 10 | 0 | 1 | 1.1 | 0.7
c1ccc2c(c1)ccc1nnc(-c3ccc4c(c3)OCO4)n12 | 0 | -9 | -3 | -2 | 4 | 3 | 3 | 3.4 | 0.9
Cc1ccc(S(=O)(=O)NCC(=O)N2CCOCCOCCOCCOCC2)cc1 | 6 | 2 | -3 | -4 | 9 | -10 | -4 | 0.2 | 1.4
CN(C)S(=O)(=O)c1ccc2c(c1)C(CC(=O)O)NC2=O (stereo not drawn) | -1 | 5 | 6 | -2 | 2 | -10 | 1 | 1.5 | -0.2
CCS(=O)(=O)c1nc(NC(C)=O)n[nH]1 | 5 | 2 | 9 | -2 | -1 | -10 | -12 | 0.5 | 0.1
O=C(Nc1ccc(N2CCOCC2)cc1)c1cccnc1 | 5 | -21 | 4 | -2 | 7 | -5 | -10 | 1.1 | -0.5
Cc1noc(C)c1COc1ccccc1C(=O)N1CCN(c2cccc(C(F)(F)F)c2)CC1 | 17 | -4 | 12 | -1 | -7 | -11 | 7 | 10 | 1.7
CC(NS(=O)(=O)c1cc2c3c(c1)CCN3C(=O)CC2)c1ccccc1 (stereo not drawn) | 1 | / | 2 | 0 | -9 | / | 6 | / | /
COc1ccc(-c2cc(C(=O)NC3CC3)c3ccccc3n2)cc1 | 23 | -17 | 7 | -2 | 3 | -1 | -5 | 0.8 | -1.0
CCCCCCCCCCCn1nnnc1N | 5 | / | 0 | -2 | 0 | / | -2 | / | /
CN(C)C(=O)CCc1ccc2c3c([nH]c2c1)[C@]1(CCc2ccccc2)[C@@H](C(=O)N2CCCCC2)C[C@H](CC(=O)NCc2ccco2)C(=O)N1CC3 | 1 | -28 | -1 | -9 | 7 | / | -14 | / | /
CC(=O)C(Cc1ccccc1)NC(=O)COC(=O)c1cccc(C)c1[N+](=O)[O-] (stereo not drawn) | -17 | -7 | 1 | -2 | 1 | -4 | 3 | 0.9 | 1.6
Cc1cccc(NC2=C(Cl)C(=O)OC2NC(=O)c2ccccc2)c1 (stereo not drawn) | -6 | -2 | 7 | -7 | 6 | 0 | -2 | 0.2 | -0.6
CN(CC(=O)NCCCN1CCOCC1)S(=O)(=O)c1ccc(Br)cc1 | -12 | -9 | -1 | -5 | -2 | 8 | 4 | -0.3 | 0.2
CCOc1ccc(S(=O)(=O)NC2CCCC2)cc1C | -12 | -7 | 1 | -6 | 1 | -15 | 5 | 1.5 | -1.1
C=CCN(C(=O)c1csnn1)C(C(=O)NC1CCCC1)c1c(F)cccc1Cl (stereo not drawn) | 1 | -26 | 0 | 1 | 11 | -3 | 2 | -1.1 | -1.3
COc1ccccc1N1CCN(C2CCCN(C(=O)c3cscn3)C2)CC1 (stereo not drawn) | -12 | -21 | 0 | -5 | -3 | -5 | 9 | 0.3 | -0.7
CC(=O)n1c2ccccc2c2c1c1ccccc1n2C | 9 | -20 | 2 | -1 | 0 | -9 | -22 | -0.4 | -0.5
N#C/C(=C\c1cccnc1)C(=O)Nc1ccc(S(N)(=O)=O)cc1 | -15 | / | 2 | -1 | 12 | / | -16 | / | /
O=C(/C=C/c1ccc(S(=O)(=O)N2CCOCC2)cc1)NCCCn1ccnc1 | -20 | 1 | 1 | -5 | 1 | 0 | -8 | 0.4 | -0.2
CCOC(=O)C1(Cc2cccc(F)c2)CCN(C(=O)C2CCOCC2)CC1 | -12 | -21 | 8 | -6 | 4 | -4 | -3 | 0.2 | -0.4
O=C(Cc1cccs1)N/N=C/c1ccc(OCc2ccccc2)cc1 | 41 | 5 | 22 | -4 | 0 | -7 | -1 | 4.4 | -0.5
O=C(Nc1nccs1)c1cc(Cl)nc2ccccc12 | 1 | -8 | 4 | -2 | 1 | -5 | -4 | 0.0 | -0.8
CC(=O)c1cc(-c2ccc(F)cc2)n(CC(=O)NCc2cccs2)c1C | 4 | 7 | -2 | 9 | 4 | -9 | -23 | -0.7 | -1.4
CCc1ccc(C(=O)NC(CCSC)C(=O)O)cc1 (stereo not drawn) | -2 | -7 | 0 | -6 | 4 | -5 | -2 | 0.8 | -0.5
O=C(N/N=C/c1ccc(-c2cccc(C(F)(F)F)c2)o1)c1ccccc1Br | 15 | -16 | 8 | 5 | 14 | -5 | -17 | 1.7 | 1.5
CCCCCn1c(CNC(=O)c2cccs2)nc2ccccc21 | 0 | 22 | 0 | -8 | 1 | -11 | -1 | 1.7 | 1.4
Cc1ccc(C(=O)NNC(=O)C2CCN(c3nccc(C)n3)CC2)cc1 | 11 | -2 | 4 | -4 | 6 | 4 | -11 | -0.1 | 0.5

Exported as comma-separated lines: two of the compounds above
canonical_smiles,TAAR1 antagonist,CHO parental Ca,TAAR1 agonist,CHRM1 agonist,M1 PAM,OXTR potentiator,CHRM1 antagonist,V1R ag counter,OXTR agonist
O=C(/C=C/c1ccc(S(=O)(=O)N2CCOCC2)cc1)NCCCn1ccnc1,-20,1,1,-5,1,0,-8,0.4,-0.2
Cc1ccc(C(=O)NNC(=O)C2CCN(c3nccc(C)n3)CC2)cc1,11,-2,4,-4,6,4,-11,-0.1,0.5

Following part:
SMILES | TAAR1 antagonist | CHO parental Ca | TAAR1 agonist | CHRM1 agonist | M1 PAM | OXTR potentiator | CHRM1 antagonist | V1R ag counter | OXTR agonist
Cc1ccc(/C=C/C(=O)OCc2nc(N)nc(Nc3ccccc3C)n2)o1 | 14 | -15 | 3 | -5 | 8 | -1 | -5 | -0.5 | -1.0
COc1ccc(/C=C/C(=O)Nc2cc(C)nn2-c2nc3ccccc3n2Cc2cccc([N+](=O)[O-])c2)cc1 | -3 | -15 | -1 | -5 | 0 | -3 | 0 | -0.1 | -0.8
COC(=O)c1ccc(NC(=S)NC2CCCCC2C)cc1 (stereo not drawn) | -6 | 0 | 12 | 2 | -9 | -11 | 3 | 9.3 | 6.9
O=C(COC(=O)Cc1ccccc1F)NCc1ccccc1Cl | -15 | / | 0 | -3 | 4 | / | -4 | / | /
CCCN(CCC)CCCNC(=O)c1cc2c(=O)[nH]c3ccccc3c2s1 | 0 | -18 | 0 | -9 | -9 | -11 | 15 | 1.0 | 0.5
COc1ccc(NC(=O)CN2c3cccc4cccc(c34)S2(=O)=O)c(OC)c1 | -5 | -13 | 6 | -3 | -5 | -10 | 5 | 1.0 | 3.4
Cc1ccsc1C(=O)NNC(=S)NCC(C)C | 10 | 4 | 0 | 0 | 11 | 1 | -11 | 0.2 | 2.2
CCOc1ccccc1-n1c(COc2ccc(C)cc2)nnc1SCC(N)=O | -11 | -7 | 6 | -3 | 8 | 0 | -10 | 0.3 | 0.3
O=C(CN1CCN(Cc2ccccc2)CC1)Nc1cccc(S(=O)(=O)N2CCCCCC2)c1 | -9 | -18 | 5 | -14 | -2 | -2 | -6 | 4.0 | 2.1
CCCCNC(=S)NNC(=O)CCn1cc(C)cn1 | -22 | -8 | 12 | -6 | 2 | -1 | -6 | 1.0 | 0.5
CCCNC(=S)N1CCC(C(=O)c2ccc(Cl)cc2)CC1 | -7 | -7 | 9 | 1 | -3 | -12 | -4 | 8.8 | 8.1
Cc1cccnc1NC(=O)c1cccc(S(=O)(=O)N2CCCc3ccccc32)c1 | -33 | -2 | 1 | 0 | 19 | -12 | -8 | 3.3 | -0.7
COc1cc(C2C(C(=O)Nc3ccc(F)cc3)=C(C)Nc3nc(CCCO)nn32)cc(OC)c1OC (stereo not drawn) | -16 | -6 | 1 | -1 | 10 | 0 | -19 | 0.5 | 0.1
Nc1ccc2c(c1)Oc1ccccc1C=C2 | 5 | 8 | 3 | -2 | -1 | -7 | 14 | 1.3 | 1.4
COc1ccc(C(=O)Nc2nnc(-c3ccc(F)cc3)s2)c(OC)c1 | -2 | / | 0 | -3 | 1 | / | -3 | / | /
C/C=C/c1ccc(OCC(=O)Nc2cc(Cl)ccc2-n2cncn2)c(OC)c1 | -17 | -14 | 1 | -4 | 1 | -2 | -1 | -0.4 | 0.2
Cn1c2ccccc2c2cc(/C=C(\NC(=O)c3ccccc3)C(=O)NCC(=O)O)ccc21 | -5 | -2 | 0 | -1 | 11 | -2 | -17 | 2.6 | 2.1
O=C(NCCN1CCN(c2ccccc2)CC1)Nc1cccc(Cl)c1 | 16 | -8 | 11 | 0 | 1 | -10 | -5 | 7.2 | 8.3

Source: PubChem BioAssay (The Scripps Research Institute Molecular Screening Center)
